Bioassay records from PubChem BioAssay.
SKKanGAS inh = S. pyogenes SKKanGAS growth inhibitors in kanamycin, primary screen, streptokinase expression inhibitor project, SKKanGAS strain, BacTiter-Glo luminescence. AID 1662, 2009. 6 h. inhibition, % at 7.5 µM. 300,000 tested, 1.3% active;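 active = mean replicate score, as percent of positive control median, at least 50; inconclusive = mean below 50 but one replicate at or above 50; inactive = mean and every replicate below 50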;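 also: strain carries kanamycin resistance gene driven by streptokinase promoter and grows in 40 µg/ml kanamycin; loss of luminescence reflects streptokinase promoter inhibition or plain growth inhibition; 0% = median of DMSO wells and 100% = positive control at its reference dose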
TMEM16A act = TMEM16A chloride channel activators or potentiators, primary screen, cell-based, HTS | HEK293 TMEM16A/YFP-H148Q/I152L, iodide quench fluorescence; active compounds read low | B-score at 10 µM | 340,000 tested, 0.3% active | AID 623877, 2012;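 active = fluorescence-ratio B-score plate-corrected deviation score at least 3 library SD below zero, with starting fluorescence score within 5 deviations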;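 also: channel opened by trigger with iodide after compound preincubation; score built on the fluorescence ratio of max minus min over baseline; more negative score means more quench and so TMEM16A activation or potentiation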
KCNK3 inh = human KCNK3 channel inhibitors, primary screen, CHO cells, FluxOR thallium flux, B-score. Potassium channel subfamily K member 3 (Homo sapiens), O14649. FluxOR fluorescence; active compounds read low. B-score at 10 µM. 340,000 tested, 0.84% active. AID 602410, 2012;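 active = B-score under library mean minus 4 SD, starting fluorescence ratio at most library mean plus 5 SD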;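 also: more negative B-score means stronger inhibition of thallium flux through KCNK3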
Target sequence (O14649 whole entry, looked up): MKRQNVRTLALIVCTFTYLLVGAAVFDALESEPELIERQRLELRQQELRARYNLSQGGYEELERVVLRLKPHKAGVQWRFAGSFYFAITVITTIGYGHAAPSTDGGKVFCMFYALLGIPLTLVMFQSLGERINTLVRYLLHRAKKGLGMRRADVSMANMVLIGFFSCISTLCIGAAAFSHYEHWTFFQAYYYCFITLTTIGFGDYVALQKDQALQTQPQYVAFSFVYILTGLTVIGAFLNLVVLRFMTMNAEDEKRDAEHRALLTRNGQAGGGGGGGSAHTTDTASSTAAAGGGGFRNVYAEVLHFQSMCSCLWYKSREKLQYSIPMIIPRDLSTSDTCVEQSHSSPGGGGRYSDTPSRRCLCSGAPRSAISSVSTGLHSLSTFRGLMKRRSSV
KCNQ1 act = potentiators or activators of KCNQ1 channel, primary screen, cell-based, thallium flux, high-throughput. CHO-K1 KCNQ1, thallium flux FluxOR fluorescence; active compounds read high. B-score at 10 µM. 310,000 tested, 0.35% active. AID 2648, 2010;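 active = fluorescence ratio B-score, a plate-corrected score, at least three library SD, with initial intensity B-score within 5 SD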
Target sequence (P51787 whole entry, looked up): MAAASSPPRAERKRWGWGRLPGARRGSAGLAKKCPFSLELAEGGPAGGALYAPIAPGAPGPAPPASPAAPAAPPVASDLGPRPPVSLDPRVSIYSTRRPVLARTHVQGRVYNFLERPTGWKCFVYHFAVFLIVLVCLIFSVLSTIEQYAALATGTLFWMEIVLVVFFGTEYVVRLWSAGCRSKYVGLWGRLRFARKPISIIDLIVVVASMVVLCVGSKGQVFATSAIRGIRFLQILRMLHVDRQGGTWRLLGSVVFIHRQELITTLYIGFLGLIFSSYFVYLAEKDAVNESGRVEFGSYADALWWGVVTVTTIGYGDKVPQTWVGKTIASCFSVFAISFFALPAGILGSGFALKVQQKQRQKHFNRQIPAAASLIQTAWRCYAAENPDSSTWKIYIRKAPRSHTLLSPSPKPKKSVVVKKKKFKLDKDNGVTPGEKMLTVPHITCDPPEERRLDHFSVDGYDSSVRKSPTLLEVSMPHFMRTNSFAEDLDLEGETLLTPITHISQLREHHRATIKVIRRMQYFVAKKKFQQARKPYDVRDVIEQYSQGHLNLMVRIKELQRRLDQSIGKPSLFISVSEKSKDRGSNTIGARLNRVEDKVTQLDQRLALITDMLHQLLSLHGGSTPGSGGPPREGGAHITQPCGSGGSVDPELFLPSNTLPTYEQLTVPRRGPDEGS
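Assay system: stable KCNQ1 CHO-K1 line; medium: assay buffer, equal DMSO in all wells; timing: 90 min dye loading and 20 min compound exposure, both at room temperature; technique: kinetic FluxOR thallium fluorescence, 10-s 1-Hz baseline, 110-s post-stimulus read; read-out basis: B score of baseline-normalized fluorescence ratio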
HDAC3 inhib = HDAC3 deacetylase inhibitors, primary screen, biochemical, fluorescence, cell-free homogeneous | inhibition, % at 8.3 µM | Histone deacetylase 3 (Homo sapiens), O15379 | recombinant HDAC3, fluorogenic peptide/trypsin coupled | AID 2718, 2010 | 320,000 tested, 0.15% active; in the data active = inhibition above about 26%, passing the limit was not always enough; inconclusive = no clear call, values can overlap the other calls
KCNK9 inh = KCNK9 potassium channel inhibitors, primary screen, HEK293 cells, thallium flux; B-score at 10 µM; Potassium channel subfamily K member 9 (Homo sapiens), Q9NPC2; 310,000 tested, 1.2% active; FluxOR thallium flux fluorescence; active compounds read low;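 active = ratio B-score over 3 SD below the library mean, with starting fluorescence within 5 SD of its mean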;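 also: negative B-score means less thallium flux so channel inhibition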
RGS4 act = RGS4 potentiators or activators, primary screen, cell-based, HEK293 M3R inducible RGS4, calcium flux; carbachol calcium flux Fluo4; active compounds read low; B-score at 10 µM; 310,000 tested, 0.92% active; AID 463111, 2010;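 active = B-score of the integrated calcium signal more than 4 SD below the library mean, with starting fluorescence not abnormally high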;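 also: negative B-score means reduced calcium response which marks RGS4 activation or potentiation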
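System – HEK293 FlpIn-TREx cells, stable M3R, doxycycline-inducible RGS4 · Reagent – ECmax carbachol challenge · Times – compound preincubation 20 min at room temperature before agonist · Technique – Fluo4 fluorescence kinetic imaging of calcium · Measure – B score of integrated Fluo4 ratio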
hERG rescue = hERG rescue from dofetilide block, primary screen, cell-based, CHO-hERG, FluxOR thallium flux, dofetilide IC70; dofetilide IC70 present; activation (rescue from dofetilide block), less the hit threshold, % at 10 µM; 310,000 tested, 0.51% active; AID 1511, 2009;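 active = activation above the mean of controls blocked by dofetilide plus 5 SD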;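 also: thallium influx through hERG after potassium depolarization seen as dye fluorescence rise; in these data hits start at about 4.7%; inactives centre near -7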
TMEM16A inh = TMEM16A chloride channel inhibitors, primary screen, cell-based, HTS. Anoctamin-1 (Mus musculus), Q8BHY3. HEK293 TMEM16A/YFP iodide influx fluorescence, ionomycin. normalized B-score (activity score, 25-100; higher = stronger inhibition) at 10 µM. 310,000 tested, 1.2% active. AID 588511, 2011;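 active = ratio plate-corrected score three or more library SD toward inhibition, starting fluorescence score within five deviations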;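 also: score derived from kinetic fluorescence span divided by baseline fluorescence per well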
KCNQ1 block = inhibitors of human KCNQ1 channel, primary screen, cell-based, thallium flux, high-throughput. Potassium voltage-gated channel subfamily KQT member 1 (Homo sapiens), P51787. CHO-K1 KCNQ1, FluxOR thallium flux fluorescence; active compounds read high. B-score at 10 µM. 310,000 tested, 1.3% active. AID 2642, 2010;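 active = compounds whose thallium flux B-score, printed positive for inhibition, exceeds three library SD while starting fluorescence stays within three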;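 also: channel opened by potassium depolarization with thallium stimulus after 20 min compound exposure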
RGS4 block = RGS4 inhibitors, primary screen, cell-based, HEK293 M3R inducible RGS4, calcium flux; AID 463165, 2010; Regulator of G-protein signaling 4 (Homo sapiens), P49798; B-score at 10 µM; Fluo-4 calcium flux; active compounds read high; triggered by carbachol at its EC20; 310,000 tested, 0.45% active;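 active = B-score, a plate-corrected calcium signal, over three deviations above library mean, with baseline fluorescence within five deviations of library mean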;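 also: RGS4 expression induced by doxycycline in cells with stable M3 receptor; B-score is computed from the integrated fluorescence ratio over baseline after carbachol; higher B-score means a larger calcium signal and so more RGS4 inhibition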
Active calls of the source: *; i = inactive; ? = inconclusive; / = not tested or not shown. Outcome played no part in choosing rows (roughly 6.3% active in at least one column).

SMILES	SKKanGAS inh	TMEM16A act	KCNK3 inh	KCNQ1 act	HDAC3 inhib	KCNK9 inh	RGS4 act	hERG rescue	TMEM16A inh	KCNQ1 block	RGS4 block
O=S(=O)(c1cccc(-c2nnc(SC(F)F)n2-c2ccccc2)c1)N1CCCCC1	4.0	i	i	i	0.7	i	i	-9.6	i	i	i
CC(C)CCOc1ccc(/C=N/N2C(=O)CSC2=S)cc1	0.6	i	i	i	5.9	i	i	-4.2	i	i	i
O=C(/C=C/c1cccc(OCc2ccccc2)c1)c1cccnc1	4.3	i	i	i	12.5	i	i	-7.8	i	i	i
CCN(CC)CCN(Cc1cc2cc(C)cc(C)c2[nH]c1=O)C(=S)NCc1ccco1	1.6	i	i	i	-1.6	i	i	-7.0	i	i	i
CC1CCN(c2ccccc2NC(=O)c2cc3ccccc3o2)CC1	?	i	-9.74*	i	-9.0	i	-7.41*	-11.6	i	i	i
Cc1ccc(C(C)C)c(OCCn2ccnc2C)c1	3.1	i	i	i	-7.1	i	i	-5.4	i	i	i
CC1N=C2c3ccccc3N=C(SCc3cc(=O)n4cc(Cl)ccc4n3)N2C1=O (stereo not drawn)	3.3	i	i	i	-0.4	i	i	-9.8	i	i	i
CCCOc1ccc(C2C(=O)N(C3CCCCC3)CC(=O)N2CCCOCC)cc1OC (stereo not drawn)	/	i	i	i	-13.8	i	i	-7.7	i	i	i
O=C(O)c1ccccc1NS(=O)(=O)c1cccc2nsnc12	-7.1	i	i	i	3.3	i	i	-9.3	i	i	i
Cn1c(=O)cc(SCC(=O)N2CCCC2)c2ccccc21	-6.7	i	i	i	2.8	i	i	-8.4	i	i	i
COCCNC(=O)C1CC2Cn3c(nc4cc(C)c(C)cc43)C2N1C (stereo not drawn)	-0.6	i	i	i	-0.1	i	i	-5.4	i	i	i
Cc1ccc(N(CC(=O)NCCSc2ccccn2)S(=O)(=O)c2ccc(F)cc2)cc1	-2.1	i	i	i	0.4	i	i	-7.8	i	i	i
COc1cccc(CN2C(=O)N(C(C)C)C(N(O)C(=O)NC(C)C)C2(C)C)c1OC (stereo not drawn)	3.7	i	i	i	7.6	i	i	-4.0	i	i	i
CCCc1cc(=O)[nH]c(SCc2cccnc2)n1	1.8	i	i	i	-6.9	i	i	-5.5	i	i	i
Cc1ccc(S(=O)(=O)N(C(=O)c2ccncc2)c2ccc(OC(=O)c3ccncc3)c3ccccc23)c(C)c1	4.1	i	i	i	5.2	i	i	-14.9	i	i	i
CC(=O)NC(Cc1ccc(F)cc1)C(=O)NC1CCN(C(=O)Nc2ccccc2C)CC1 (stereo not drawn)	-0.1	i	i	i	1.9	i	i	-6.1	i	i	i
O=C(C1CCCO1)N1CCN(C(=S)Nc2ccc(Br)cc2)CC1 (stereo not drawn)	-2.2	i	i	i	5.6	i	i	-3.8	i	i	i
S=C1NCN(Cc2ccco2)CN1c1cccc2ccccc12	-3.7	i	i	i	-3.2	i	i	-6.2	i	i	i
CC(C)(CC(=O)O)CC(=O)Nc1ccc2c(c1)ncn2CCc1ccccc1	-0.8	i	i	i	-2.9	i	i	-3.4	i	i	i
CCn1c(SCC(=O)Nc2oc(-c3ccccc3)c(-c3ccccc3)c2C#N)nnc1-c1ccncc1	26.0	i	-9.27*	i	-0.7	i	i	-11.4	i	i	i
COc1cc(/C=N/NC(=O)c2ccc(N3CCCC3=O)cc2)ccc1O	0.9	i	i	i	-3.6	i	i	-2.8	i	i	i
CCN(Cc1ccccc1)C(c1ccc(C)cc1)c1nnnn1C(C)(C)C (stereo not drawn)	40.3	i	i	i	-1.8	-7.75*	i	-6.4	i	i	i
CN(C(=O)C1CCC1C(=O)O)c1nc(-c2ccc(Cl)s2)cs1 (stereo not drawn)	20.1	i	i	i	-0.7	i	i	-6.8	i	i	i
Cc1cc(NCCCCO)n2c(nc3ccccc32)c1C#N	1.7	i	i	i	-54.1	i	i	2.4	i	i	i
Cc1nnc(SCC(=O)N(C)c2ccccc2)n1Cc1ccccc1	-4.0	i	i	i	3.5	i	i	-6.3	i	i	i
CC(C)CCNC(=O)C(=O)NC1CCCC1	-10.3	i	i	i	-1.0	i	i	-8.0	i	i	i
O=c1c2ccccc2n2c(=S)[nH]nc2n1-c1ccccc1	10.6	i	i	i	13.6	i	i	-10.7	i	i	i
CCOCCCNCc1cccc(OCc2ccc(F)cc2)c1	4.6	i	i	i	-3.2	i	i	-3.8	i	i	i
O=C(Nc1nccs1)c1sc2ccccc2c1Cl	49.6*	i	i	i	0.6	i	i	-7.7	i	i	i
Cc1noc(C)c1CSCC(=O)Nc1cc(C(F)(F)F)ccc1N1CCCCC1	12.6	i	i	i	3.1	i	i	-10.3	i	i	i
N#C/C(=C(/O)CCl)c1nc2c(s1)CCc1ccccc1-2	?	i	i	i	9.2	i	i	-15.5	25*	6*	i
O=C(O)CCS(=O)(=O)Cc1cccc(Cl)c1	-6.7	i	i	i	0.0	i	i	-4.8	i	i	i
O=C(CSc1nc2ccccc2n1Cc1ccc(Cl)cc1)N/N=C/c1ccc(C(=O)O)cc1	14.4	i	i	i	-1.5	-6.8*	i	-4.9	i	i	i
Cn1c(Cn2nnc3ccccc32)nnc1SCC(=O)Nc1ccc2c(c1)OCO2	1.4	i	i	i	-7.2	i	i	-11.4	i	i	i
Cc1ccc(C)c(NC2CCCCC2NS(=O)(=O)c2ccccc2)c1 (stereo not drawn)	2.8	i	i	i	5.0	i	i	-9.6	i	i	i
CCO[C@@H]1OC(C(=O)NC2CC2)=C[C@H](c2coc3ccccc3c2=O)[C@H]1CCCO	3.0	i	i	i	3.9	i	i	-3.2	i	i	i
Cc1occc1C(=O)NCCCCNC(=O)c1ccoc1C	-1.6	i	i	i	/	i	i	-9.0	i	i	i
Cc1c(NC(=O)c2cccs2)c(=O)n(-c2ccccc2)n1C	-8.9	i	i	i	4.0	i	i	-7.3	i	i	i
Cc1ncc([N+](=O)[O-])n1CC(=O)NC1CCCC1	2.4	i	i	i	3.7	i	i	-2.7	i	i	i
CCCC(=O)c1c(NCCO)cc(C)oc1=O	2.5	i	i	i	0.9	i	i	-6.5	i	i	i
CCCN(c1ccc(OCC)cc1)S(=O)(=O)c1ccc2c(c1)NC(=O)CO2	-4.3	i	i	i	/	i	i	-5.0	i	i	i
C/C(=N\N=C1\NC(=O)C(CC(=O)O)S1)c1ccccn1 (stereo not drawn)	3.7	i	i	i	1.1	i	i	-5.1	i	i	i
COc1ccc2[nH]c(=O)c(CN(C(=O)C3CCCO3)c3ccc(C)cc3)cc2c1 (stereo not drawn)	-1.2	i	i	i	1.8	i	i	-6.4	i	i	i
CCOC(=O)/C(=N\Nc1cc(Cl)ccc1Cl)N1CC(C)OC(C)C1 (stereo not drawn)	1.5	i	i	i	/	i	i	-4.7	i	i	i
C=CCn1c(SCc2ccccc2)nc2c1c(=O)[nH]c(=O)n2C	8.3	i	i	i	6.1	i	i	-15.5	i	i	i
Cc1ccc(C(=O)OCC(=O)Nc2ccc(N(C)C)cc2)cc1NC(=O)c1ccco1	3.6	i	i	i	2.3	i	i	-4.4	i	i	i
CC(C)(C)c1ccccc1NC(=S)NC1CCCCC1	-0.7	i	i	i	-0.2	i	i	-7.8	i	i	i
CCc1ccc(N2C(=O)C3C(C2=O)N2CCCN2C3c2ccccc2)cc1 (stereo not drawn)	9.4	i	i	i	-0.6	i	i	-5.3	i	i	i
Cc1ccc(OCc2ccc(C(=O)NCC3CCCO3)cc2)cc1 (stereo not drawn)	0.2	i	i	i	-1.9	i	i	-14.2	i	i	i
COc1ccc(NC(=O)c2cc(S(=O)(=O)N3CCOCC3)ccc2N2CCOCC2)cc1	0.5	i	i	i	0.9	i	i	-8.5	i	i	i
c1ccc(Oc2cccc(NC3=NCCC3)c2)cc1	-0.3	i	i	i	-4.4	i	i	-3.2	i	i	i
COC(=O)c1cc(=O)n(-c2ccc(C(F)(F)F)cc2)[nH]1	20.2	i	i	i	-0.9	i	i	-1.7	i	i	i
CCn1cc(C(=O)NCc2ccccc2OC)c(=O)c2ccc(C)nc21	18.1	/	/	i	3.8	i	i	-9.5	i	i	i
C=CCN(C(=O)c1csnn1)C(C(=O)NC1CCCCC1)c1ccccc1 (stereo not drawn)	-4.1	i	i	i	5.9	i	i	-13.1	i	i	i
Cc1c(CN2CCC(n3nccc3NC(=O)CCc3ccccc3)CC2)cnn1C	1.5	i	i	i	-1.1	i	i	-4.2	i	i	i
CC(=O)N(C)c1nc(-c2ccc(Cl)cc2)cs1	-9.8	i	i	i	1.3	i	i	-10.0	i	i	i
Cc1ccc(NC(=O)C2CCN(S(=O)(=O)c3c(C)noc3/C=C/N(C)C)CC2)cc1	-2.0	i	i	i	-1.0	i	i	-6.2	i	i	i
COc1ccc(S(=O)(=O)N2CCC(C(=O)N3CCN(c4ccccc4OC)CC3)CC2)cc1	-12.0	i	i	i	-0.3	i	i	-5.0	i	i	i
CCn1c(=O)c2cc(C(=O)NCC(OC)OC)sc2c2ccccc21	2.1	i	i	i	-3.6	i	i	-13.0	i	i	i
CC(C)(C)NS(=O)(=O)c1cc2c3c(c1)CCN3C(=O)CC2	-3.3	i	i	i	-2.9	i	i	-5.9	i	i	i

The list goes on.
SMILES	SKKanGAS inh	TMEM16A act	KCNK3 inh	KCNQ1 act	HDAC3 inhib	KCNK9 inh	RGS4 act	hERG rescue	TMEM16A inh	KCNQ1 block	RGS4 block
O=C(NC(=S)NCC1CCCO1)c1ccccc1Br (stereo not drawn)	1.5	i	i	i	-1.8	i	i	-5.1	i	i	i
CC(C)NC(=O)C(c1ccc(F)cc1)N(Cc1ccco1)C(=O)CCC(=O)Nc1ccccn1 (stereo not drawn)	0.3	i	i	i	-5.4	i	i	-3.5	i	i	i
COc1ccc(S(=O)(=O)N2CCCCC2)cc1NC(=O)Cn1c(=O)cnc2ccccc21	0.8	i	i	i	-4.7	i	i	-3.2	i	i	i
CC(SCCc1ccccn1)C(=O)O (stereo not drawn)	-8.1	i	i	i	7.1	i	i	-1.2	i	i	i
